Bioassay records from PubChem.
TLR4 MyD88 comp = TLR4-MyD88 interaction inhibition in cells; O00206+Q99836; HeLa CL3-4 TLR4/MyD88 BLA complementation, FRET ratio; inhibition, % at 8.4 µM; 200,000 compounds, 0.18% hits; in the data active = inhibition above about 25%;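 note: 0% = vehicle and 100% = reference inhibitor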
S1P3 antag = antagonists of human S1P3 receptor; CHO S1P3 NFAT-BLA reporter, FRET fluorescence, antagonist mode; Q99500; inhibition, % at 4.98 µM; AID 485; 170,000 compounds, 0.27% hits;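 active = inhibition above the plate cutoff, the mean inhibition of test wells on that plate plus 3 SD, cut at about 28% in these data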;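 note: cells challenged with S1P at its EC80 of 0.8 µM; blue over green emission ratio from cleaved BLA substrate after 4 h stimulation; 0% = S1P-stimulated wells and 100% = unstimulated DMSO-only wells; some compounds past the cut are filed as inactive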
Target sequence (Q99500 whole entry, looked up): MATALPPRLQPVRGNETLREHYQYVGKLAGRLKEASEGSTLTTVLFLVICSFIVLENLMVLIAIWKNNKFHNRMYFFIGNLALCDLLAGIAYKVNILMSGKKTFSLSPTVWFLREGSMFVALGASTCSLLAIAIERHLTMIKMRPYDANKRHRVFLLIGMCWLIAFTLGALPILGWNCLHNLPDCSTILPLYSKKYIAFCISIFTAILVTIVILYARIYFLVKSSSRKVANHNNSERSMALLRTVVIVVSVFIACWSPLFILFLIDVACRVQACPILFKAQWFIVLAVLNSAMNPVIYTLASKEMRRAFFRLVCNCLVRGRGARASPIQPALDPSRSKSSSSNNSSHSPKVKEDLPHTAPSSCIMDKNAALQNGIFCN
Redox H2O2 prof = compounds producing H2O2 with reducing agent – biochemical, NIH compound library profiling, artefact control for MLSCN library redox annotation, primary screen | activation, % at 10 µM | AID 878 | 200,000 compounds, 0.03% hits | DTT-dependent redox cycling H2O2, phenol red/HRP absorbance; 100% = 100 µM peroxide control, 0% = buffer;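 active = activation of at least 50% relative to the plate's high and low controls in the primary single-dose screen; inactive = activation below 50%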;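 note: compound incubated with DTT at 0.8 mM final as the reducing agent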
Diaph inh CS = diaphorase inhibition or chemical oxidation counter-screen; diaphorase resazurin-to-resorufin fluorescence, NADH, 16 min; bacterial (C. kluyveri) enzyme, not human; inhibition, % at 20 µM; 190,000 compounds, 0.69% hits;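 active = primary screen inhibition at 20 µM above a set limit, cut at about 50% in these data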;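 note: plate controls were DMSO with full reaction for no effect and wells lacking NADH for full effect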
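material = Clostridium kluyveri diaphorase enzyme | amount = 0.14 U/mL diaphorase, enzyme working solution | schedule = incubation 16 min, room temperature | detection = fluorescence of resorufin formed from resazurin, Ex 544/Em 590 nm | benchmarks = positive control minus NADH, DMSO neutral control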
Lmaj promast = reduces viability of Leishmania major promastigotes. resazurin fluorescence viability. inhibition, % at 10 µM. 200,000 compounds, 9% hits. AID 1063;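 note: promastigotes grown with compound for 44 hours at 28 °C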
PMI act = phosphomannose isomerase (human) activation. P34949. 190,000 compounds, 0.005% hits. activation factor at 20 µM. purified human PMI, coupled resazurin fluorescence, 20 min; stronger effect = higher value; 1 = vehicle control, 0 substrate-free wells;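 active = activation factor of 2 or more at 20 µM, relative to plate controls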
Target sequence (P34949 whole entry, looked up): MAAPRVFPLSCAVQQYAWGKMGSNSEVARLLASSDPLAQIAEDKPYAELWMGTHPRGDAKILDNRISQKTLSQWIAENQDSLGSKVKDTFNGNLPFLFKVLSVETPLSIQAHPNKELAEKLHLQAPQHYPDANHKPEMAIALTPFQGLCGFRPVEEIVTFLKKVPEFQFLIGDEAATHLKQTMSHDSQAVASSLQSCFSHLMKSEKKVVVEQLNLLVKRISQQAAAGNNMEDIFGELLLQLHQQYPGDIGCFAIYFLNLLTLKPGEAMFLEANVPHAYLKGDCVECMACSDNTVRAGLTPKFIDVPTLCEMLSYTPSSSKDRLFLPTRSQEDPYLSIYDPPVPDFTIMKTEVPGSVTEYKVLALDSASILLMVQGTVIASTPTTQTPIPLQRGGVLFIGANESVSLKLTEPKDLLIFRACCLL
Diaphorase act = diaphorase activation or chemical reduction counter-screen; Diaphorase/resazurin coupled assay, resorufin fluorescence, 16 min; stronger effect = higher value; 1 = vehicle wells, 0 = NADH-free wells; activation factor at 20 µM; 190,000 compounds, 0.005% hits; AID 1229;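 active = diaphorase activity raised at least twofold by the compound at 20 µM; inactive = activation factor below 2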
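Material: purified diaphorase enzyme from Clostridium kluyveri; Also added: 0.114 mM NADH and 0.1 mM resazurin, final amounts; Doses: single compound dose of 20 µM, 1% DMSO final; Times: 16 min enzyme reaction, ambient temperature; Detection: resorufin fluorescence, excitation 544 nm, emission 590 nm; Measure: increased resorufin signal from activators or reducing compounds.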
PMI act hi M6P = activators of human phosphomannose isomerase at near-saturating mannose 6-phosphate; P34949; activation factor at 20 µM; 190,000 compounds, 0.34% hits; coupled PMI enzyme assay, resazurin fluorescence, 20 min; stronger effect = higher value; 1 = untreated enzyme, 0 = substrate-free blank;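 active = activation factor of 2 or more at 20 µM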
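Test system: human phosphomannose isomerase with PGI, G6PDH, diaphorase coupling enzymes; Amount: PMI at 15 ng/mL final; Reagent: Mannose-6-phosphate 1.0 mM (near-saturating) plus 0.22 mM NADP+; Timing: 20 min, room temperature; Technique: resorufin fluorescence at Ex 544/Em 590 nm; Dosing: 20 µM single dose.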
G6PDH counter = counter-screen for G6PDH assay hits: L. mesenteroides G6PDH inhibition; Purified L. mesenteroides G6PDH, diaphorase/resazurin coupled fluorescence, 45 min; inhibition, % at 5 µM; 200,000 compounds, 0.12% hits; AID 1020
RAM inhibit = yeast RAM network inhibition; 190,000 compounds, 1.8% hits; S. cerevisiae dse1pr::URA3 reporter, 5-FOA growth OD615, 2 d; analog-sensitive cbk1-as2 kinase mutant strain; inhibition, % at 50 µM;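 active = inhibition above a set limit, 3 SD over mean compound inhibition, cut at about 8.4% in these data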;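 note: 0% = DMSO-only wells with no growth and 100% = 10 µM 1-NA-PP1 full growth; inhibition rescues growth on 5-FOA so higher OD means more RAM inhibition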
Hsp70 act = transcriptional activators of Hsp70; 200,000 compounds, 0.04% hits; activation, % at 10 µM; HeLa Hsp70 promoter luciferase reporter, luminescence; scaled: vehicle 0, proteasome-inhibitor control 100%; AID 1203;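 active = activation above the mean across all tested compounds plus 3 SD, cutoff set per campaign, cut at about 5.5% in these data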;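 note: 100% = MG132 at 30 µM as the positive control and 0% = DMSO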
* marks the source's active call; other numbers are inactive results; . = not tested or not shown. Cut-off read from the data, not from the text of the source, unless noted: active = inhibition above about 50%; inactive = the rest.

Structure	TLR4 MyD88 comp	S1P3 antag	Redox H2O2 prof	Diaph inh CS	Lmaj promast	PMI act	Diaphorase act	PMI act hi M6P	G6PDH counter	RAM inhibit	Hsp70 act
CC(=O)NC(=S)Nc1ccc(NC(=O)COc2ccc(C(C)C)cc2)cc1	4.2	-5.2	-0.1	1.7	-7.7	1	1	1.1	-8.8	3.3	-0.2
Clc1ccc2c(N3CCCC3)ccnc2c1	-2.3	-11.8	0.9	9.7	11.7	0.9	0.9	0.9	-17.0	-0.6	0.1
CCCCCC(=O)Nc1nc(C)c(-c2csc(Nc3cc(OC)ccc3OC)n2)s1	-24.4	.	-3.2	12.9	50.8*	1	0.9	0.9	1.9	3.2	0.1
O=C(CSc1nnc(-c2ccc(F)cc2)n1-c1ccccc1)NCCN1C(=O)CSC1=O	2.2	-8.7	-0.1	18.3	-3.6	1	0.8	1	-2.0	1.9	-0.1
COc1cc(OC)cc(C(=O)NC2CCN(Cc3nnnn3Cc3cccs3)CC2)c1	-5.5	.	-0.1	7.0	-1.0	1	0.9	1.1	-5.7	0.8	-0.4
Cc1cc(C(=O)N/N=C2\CCCC(C)C2)n[nH]1 (stereo unspecified)	-4.0	.	-0.8	10.7	-0.7	0.9	0.9	1	0.1	2.8	-0.2
CC(=O)Nc1ccc(NC(=O)CSc2nnc(C3CC3)n2C)cc1	4.0	-6.6	0.3	11.4	1.4	1	0.9	1	-5.1	0.5	-0.3
COc1cc(C2NC(=S)NC(C)=C2C(=O)OC(C)C)ccc1OC(C)C (stereo unspecified)	3.2	.	0.8	11.8	4.6	1	0.9	1	3.9	0.2	-0.1
Cc1ccc(NS(=O)(=O)c2ccc(C(=O)NCC3CCCO3)cc2)cc1 (stereo unspecified)	-14.7	3.2	-1.0	0.0	-0.1	0.9	1	0.9	3.8	0.2	-0.3
CCCCn1c(N)c(NCc2ccccc2)c(=O)[nH]c1=O	-4.3	2.9	-1.8	-1.4	-9.9	0.8	1	0.7	7.4	1.1	-0.2
Cc1ccc(-n2nc(C)c3c2OC(N)=C(C#N)C3c2ccc(C)o2)cc1 (stereo unspecified)	-3.6	.	0.5	20.3	-7.5	1.3	0.8	1.1	9.4	0.7	-0.2
CC(=O)Nc1ccc2nc(-c3ccco3)[nH]c2c1	-8.1	-9.4	-1.0	8.7	-2.9	1.1	0.9	0.8	2.2	2.6	-0.2
Cc1ccc(NC(=O)c2ccc(S(=O)(=O)N3CCC(C)CC3)cc2)cc1	-5.4	.	0.4	-3.2	3.6	1	1	1.1	8.8	2.0	-0.4
O=C(CC1C(=O)N(c2ccc(Cl)cc2)C(=S)N1CCc1ccncc1)Nc1ccc(F)cc1 (stereo unspecified)	1.5	.	-4.0	19.4	4.3	0.8	0.8	0.9	3.5	3.0	-0.1
COc1ccc(-c2cn[nH]c2N)cc1OC	-3.7	.	0.0	4.5	4.2	1	1	1	5.7	1.7	0.0

Further structures follow:
Value order – TLR4 MyD88 comp	S1P3 antag	Redox H2O2 prof	Diaph inh CS	Lmaj promast	PMI act	Diaphorase act	PMI act hi M6P	G6PDH counter	RAM inhibit	Hsp70 act
> COC(=O)c1cc2oc(C)cc2n1CC(=O)Nc1ccc(OC)c(OC)c1OC
    -5.9	-7.5	0.8	21.2	0.8	0.9	0.8	0.8	11.5	6.1	-0.5
> CCn1ccnc1CN(C)C(=O)c1cc(COc2c(F)cccc2F)on1
    0.2	-3.3	0.2	20.7	-6.3	0.9	0.8	0.9	16.5	-0.8	-0.3
> Cc1cc(NS(=O)(=O)Cc2ccccc2)cc(C)c1OCC(=O)N1CCOCC1
    13.6	-21.1	0.5	-2.0	-1.1	1	1	1	19.5	1.6	-0.2
> CCc1nc(SCC(=O)Nc2ccccc2C(=O)OC)n[nH]1
    8.8	-8.1	2.3	8.5	1.5	1	0.9	1	-2.4	1.0	0.4
> Cn1c(SCC(=O)O)nnc1C1CCCCC1
    -11.6	-21.7	2.4	16.8	-4.1	0.9	0.8	1	-19.6	1.1	-0.2
> CCCS(=O)(=O)N1CCCC(C(=O)N2CCN(c3ccccc3)CC2)C1 (stereo unspecified)
    -7.6	-10.8	1.8	14.2	-1.7	1	0.9	1	5.1	-0.5	-0.2
> Cc1ccc(C(=O)CSc2nnc(COc3ccc(C#N)cc3)n2-c2ccccc2)cc1
    -3.8	.	3.3	11.5	-4.0	1	0.9	1.1	-6.2	4.8	0.6
> Oc1ccc(-c2csc(Nc3ncccn3)n2)cc1
    -0.3	9.1	2.5	-5.3	2.9	1	1.1	0.9	-1.0	2.2	0.0
> O=C(N/N=C\c1cc([N+](=O)[O-])ccc1N1CCOCC1)c1ccccn1
    -7.9	3.5	1.0	16.3	3.0	1	0.8	1	-5.0	1.4	0.2
> O=C(N/N=C\c1cccc(OC(=O)c2ccco2)c1)c1ccc2c(c1)OCO2
    -17.4	-5.4	0.0	11.0	-6.6	1.1	0.9	1.1	4.3	2.5	-0.2
> Cc1cc(/C=C2/SC(=O)N(CC(=O)OC(C)C)C2=O)c(C)n1C
    -4.7	.	0.7	22.8	-1.1	0.9	0.8	0.9	-1.5	5.0	0.1
> COc1cccc(CNC(=S)Nc2cc(OC)ccc2OC)c1
    10.9	3.0	-0.4	8.3	10.8	1	0.9	1	-5.1	2.1	-0.3
> O=C(CSc1nnnn1-c1ccccc1)Nc1ccc(Cl)cc1
    9.2	16.2	1.1	-3.2	-1.0	1	1	1.1	11.1	0.0	-0.1
> O=C(CN(Cc1ccc(F)cc1)S(=O)(=O)c1ccccc1)N1CCCCC1
    1.3	-1.2	2.5	8.6	30.7	1.2	0.9	1.1	4.9	0.8	-0.5
> Cc1ccc(CNC(=O)c2ccccc2NC(=O)CSc2nnnn2C)cc1
    -7.2	-26.1	-0.1	5.7	21.2	1	0.9	1	2.9	2.6	-0.2
> CCOC(=O)N1CCN(S(=O)(=O)c2c(C)cc(C)cc2C)CC1
    -11.8	-2.7	0.6	25.6	-8.3	0.9	0.7	0.8	1.2	2.0	0.5
> O=C(NCCc1ccccc1)C1CCCN(S(=O)(=O)c2cccc3nsnc23)C1 (stereo unspecified)
    1.0	-14.7	0.8	6.0	-1.3	1	0.9	1	17.7	2.1	-0.3
> CCCCN(CC)CCNC(=O)c1cc2c(C)nc3ccccc3c2o1
    2.7	-10.3	-0.4	-10.4	29.1	1	1.1	1	5.2	1.6	0.4
> O=C(c1ccccc1)c1ccc(OCCCCN2CCCCC2)cc1
    -6.0	.	0.1	8.1	97.7*	1	0.9	1	0.1	-0.2	-0.3
> CCCCCOP(=O)(OCCCCC)C1(NS(=O)(=O)c2ccccc2)C=CC(=O)c2ccccc21 (stereo unspecified)
    6.0	.	-4.3	44.5	99.7*	0.7	0.6	0.6	8.2	12.3*	0.1
> Cc1cccc(S(=O)(=O)NCCc2cn3ccccc3n2)c1
    -2.2	-1.5	-0.2	-1.6	-5.6	1	1	1	-2.1	1.6	-0.3
> CSCC[C@H](NC(=O)C1CCN(S(=O)(=O)c2ccc(C)cc2)CC1)C(=O)NCC1CCCO1 (stereo partly specified)
    -0.4	-17.9	3.4	16.5	-6.6	1	0.8	0.9	15.2	0.6	-0.3
> COc1ccc(OC)c(C2C(C(C)=O)=C(O)C(=O)N2CCN2CCOCC2)c1 (stereo unspecified)
    4.2	-3.6	-0.3	9.1	-0.8	1.3	0.9	1.3	-1.3	0.7	-0.1

In another format: 2 of the compounds above
CCOC(=O)N1CCN(S(=O)(=O)c2c(C)cc(C)cc2C)CC1
  TLR4 MyD88 comp = -11.8
  S1P3 antag = -2.7
  Redox H2O2 prof = 0.6
  Diaph inh CS = 25.6
  Lmaj promast = -8.3
  PMI act = 0.9
  Diaphorase act = 0.7
  PMI act hi M6P = 0.8
  G6PDH counter = 1.2
  RAM inhibit = 2.0
  Hsp70 act = 0.5
CCc1nc(SCC(=O)Nc2ccccc2C(=O)OC)n[nH]1
  TLR4 MyD88 comp = 8.8
  S1P3 antag = -8.1
  Redox H2O2 prof = 2.3
  Diaph inh CS = 8.5
  Lmaj promast = 1.5
  PMI act = 1
  Diaphorase act = 0.9
  PMI act hi M6P = 1
  G6PDH counter = -2.4
  RAM inhibit = 1.0
  Hsp70 act = 0.4
